# Screening results from PubChem BioAssay.
# mIAP act: increases mouse intestinal alkaline phosphatase activity. muIAP, CDP-Star luminescence, 30 min; hits give high values; 1 = vehicle-only enzyme signal, 0 = enzyme-free wells. activation factor at 10 µM. actives 0.24% (n = 330,000). AID 2805;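 active = activation factor of at least 2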; also: the source names both 10 and 20 µM as test concentration; values of inactives mirror those of a sister screen read the other way
#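 Assay system: mouse IAP enzyme; reagent: chemiluminescent substrate CDP-Star; dosing: test compounds delivered from DMSO solution; schedule: 30 min at room temperature; measured by: luminescence from enzymatic CDP-Star hydrolysis; controls: DMSO-only wells and no-enzyme negative control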
# ATG4B inh: blocks human ATG4B protease cleavage of LC3 substrate; actives 0.51% (n = 340,000); ATG4B cleavage of LC3-PLA2, NBD-HPC fluorescence, 1 h; inhibition, % at 8.33 µM; AID 504462; in the data active = inhibition above about 40%
# Target sequence (Q9Y4P1 whole entry, looked up): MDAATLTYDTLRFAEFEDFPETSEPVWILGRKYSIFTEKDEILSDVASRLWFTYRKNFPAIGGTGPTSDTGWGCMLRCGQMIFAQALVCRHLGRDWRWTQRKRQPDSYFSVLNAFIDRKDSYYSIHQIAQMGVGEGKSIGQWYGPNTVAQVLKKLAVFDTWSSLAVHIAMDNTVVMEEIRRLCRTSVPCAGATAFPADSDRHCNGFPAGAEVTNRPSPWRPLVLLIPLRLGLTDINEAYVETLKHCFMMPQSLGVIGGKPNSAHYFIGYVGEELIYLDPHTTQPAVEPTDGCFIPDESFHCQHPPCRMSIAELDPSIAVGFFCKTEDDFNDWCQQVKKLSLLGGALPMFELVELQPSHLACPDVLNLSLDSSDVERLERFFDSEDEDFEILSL
# MPTP inh: inhibitors of mitochondrial permeability transition pore | isolated mouse mitochondria, Ca2+ swelling absorbance, 30 min | inhibition, % at 10 µM | actives 1.4% (n = 360,000);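 active = inhibition of 50% or more, scaled per plate between neutral and stimulator controls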;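 also: 0% = DMSO wells given calcium and 100% = 1 mM EGTA wells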
# hIAP block: blocks human intestinal alkaline phosphatase. P09923. actives 0.12% (n = 330,000). inhibition, % at 10 µM. purified IAP, CDP-Star luminescence, 30 min;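 active = inhibition reaching a set limit with compound at 10 µM in the primary screen, cut at about 35% in these data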;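 also: plate controls were DMSO wells with enzyme for no effect and no-enzyme buffer wells for full effect; values of inactives mirror those of a sister screen read the other way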
# MIN6 prolif: induces beta-cell replication in MIN6 cells; MIN6 cells proliferation, ATPlite luminescence, 48 h; cells starved in 0.2% serum; 100% = growth in 10% serum; actives 0.29% (n = 330,000); proliferation, % at 10 µM;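 active = compounds whose signal lies at least 3.5 SD above the mean of all wells on their plate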;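 also: 0% = DMSO-treated cells in low-serum medium and 100% = 10% serum control; some compounds called inactive have numbers as strong as hits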
# mIAP inh: blocks mouse intestinal alkaline phosphatase. actives 0.2% (n = 330,000). inhibition, % at 10 µM. purified mouse IAP, CDP-Star luminescence, 30 min;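 active = inhibition of at least 40% at 10 µM in the primary screen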;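 also: plate controls were DMSO with enzyme for no effect and no enzyme wells for full effect; values of inactives mirror those of a sister screen read the other way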
# APOBEC3G inh: APOBEC3G (human) deaminase inhibition | Q9HC16 | inhibition, % at 20 µM | actives 0.28% (n = 330,000) | recombinant A3G, ssDNA deamination FAM/TAMRA fluorescence;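 active = inhibition of at least 40% at 20 µM, with no more than 30% in the related APOBEC3A deaminase screen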;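 also: plate controls were DMSO wells with A3G for no effect and wells lacking A3G enzyme for full effect; some compounds called inactive have numbers as strong as hits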
# Target sequence (Q9HC16 whole entry, looked up): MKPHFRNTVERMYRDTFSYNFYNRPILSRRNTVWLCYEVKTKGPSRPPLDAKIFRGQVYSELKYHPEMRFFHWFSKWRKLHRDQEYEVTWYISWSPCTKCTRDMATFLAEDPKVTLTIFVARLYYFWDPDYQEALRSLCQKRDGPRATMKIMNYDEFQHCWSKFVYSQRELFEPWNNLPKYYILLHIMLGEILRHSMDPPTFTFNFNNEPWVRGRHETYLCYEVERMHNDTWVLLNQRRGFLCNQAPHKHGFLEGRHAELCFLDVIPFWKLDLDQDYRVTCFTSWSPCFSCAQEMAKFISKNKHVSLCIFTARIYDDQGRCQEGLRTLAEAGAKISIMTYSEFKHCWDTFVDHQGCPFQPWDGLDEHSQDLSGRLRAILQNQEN
# hIAP act: human IAP activation | P09923 | purified human IAP, CDP-Star luminescence, 30 min; hits give high values; 1 = vehicle-only enzyme, 0 = enzyme-free background | activation factor at 10 µM | actives 0.16% (n = 330,000);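 active = activation factor of the enzyme at least 2-fold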; also: the source names both 10 and 20 µM as test concentration; values of inactives mirror those of a sister screen read the other way
# APOBEC3A inh: blocks human APOBEC3A ssDNA deamination | P31941 | recombinant A3A, FAM/TAMRA ssDNA deamination fluorescence | inhibition, % at 20 µM | actives 0.41% (n = 330,000) | AID 493011;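 active = at least 40% inhibition at 20 µM here, with at most 30% in a related deaminase screen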;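 also: plate controls were A3A with DMSO for no effect and wells lacking A3A enzyme for full effect; some results filed as inactive read as strong as hits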
# Target sequence (P31941 whole entry, looked up): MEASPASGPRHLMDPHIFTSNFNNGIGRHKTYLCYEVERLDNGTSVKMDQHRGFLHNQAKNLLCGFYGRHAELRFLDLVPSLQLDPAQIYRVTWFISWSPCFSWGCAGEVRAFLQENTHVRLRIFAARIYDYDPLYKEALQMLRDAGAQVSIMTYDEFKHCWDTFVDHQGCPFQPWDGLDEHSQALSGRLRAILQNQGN
# Starred values were filed as active, the others as inactive; / = no result given.
Structure,mIAP act,ATG4B inh,MPTP inh,hIAP block,MIN6 prolif,mIAP inh,APOBEC3G inh,hIAP act,APOBEC3A inh
Cc1cc(NC(=O)c2ccc(Cn3cc([N+](=O)[O-])cn3)o2)no1,1.04,-6.5,-2.3,-18.5,-2.0,-3.6,-2.9,1.19,-2.9
O=S(=O)(N1CCOCC1)N1CCOCC1,1.04,7.3,0.3,9.4,-3.5,-4.0,-8.3,0.906,-2.6
CCc1nonc1NC(=O)c1oc2cc(C)c(C)cc2c1C,1.05,3.0,0.0,-7.3,-6.4,-5.3,3.3,1.07,12.9
CN(C)CCCNC(=O)C(=O)NCC1CCCO1 (configuration not stated),1.09,-3.3,-2.3,0.9,0.9,-8.8,-3.1,0.991,-2.5
CC1CCN(C(=O)CSc2nc3c(c(=O)n2C)SC(C)C3)CC1 (configuration not stated),0.902,-3.7,-0.6,-21.0,-2.7,9.8,-4.9,1.21,1.2
COc1ccc(C(c2c(NC(=O)c3ccco3)sc(C)c2C)N2CCOCC2)cc1 (configuration not stated),0.848,-0.2,0.5,16.6,-7.4,15.2,-5.3,0.834,-3.1
Cc1ccc2nc(/C(C#N)=C\c3ccc(N4CCOCC4)o3)[nH]c2c1,0.852,-30.0,-1.0,6.1,-3.1,14.8,-30.1,0.939,-13.5
O=C(NCc1ccco1)c1ccc(Cl)c(S(=O)(=O)N2CCOCC2)c1,0.973,-9.2,-0.7,-6.0,0.5,2.7,-3.8,1.06,6.3
CC(C)(C)NC(=O)C(c1ccc(O)cc1)N(C(=O)CCC(=O)Nc1ccccn1)c1ccc(F)cc1 (configuration not stated),0.93,2.3,-1.8,-9.7,-1.9,7.0,-8.8,1.1,-3.7
CCCCOc1cc(=O)[nH]c(=O)[nH]1,1.06,-6.6,-0.2,-23.8,-2.1,-6.3,-4.6,1.24,-2.1
COc1ccc2[nH]c3c(c2c1)CCN1C(=O)C(CC(=O)NCC24CC5CC(CC(C5)C2)C4)C[C@H](C(=O)N(C(C)C)C(C)C)[C@@]31C (some centres not stated),1.49,/,0.3,/,/,-49.2,-3.5,/,-0.2
O=C(O)/C=C/c1ccc(S(=O)(=O)Nc2ccccc2C(=O)Nc2ccc(F)cc2)cc1,0.998,-16.6,1.1,0.0,-2.2,0.2,8.7,1,-3.3
CCCCn1c(SCC(=O)NCc2ccco2)nc2c(sc3ccccc32)c1=O,0.87,-5.8,3.0,-1.6,-0.6,13.0,-6.6,1.02,-0.9
CCOC(=O)c1[nH]c2ccc(C)cc2c1NC(=O)CN1CCCCC1,1.02,1.4,0.8,-14.8,0.8,-2.2,-5.7,1.15,-2.8
COc1cccc(OC)c1OCC(C)CNCC1CCCO1 (configuration not stated),1.08,-2.9,-0.1,2.9,-2.7,-8.0,-4.6,0.971,-2.5
COc1cc(SC)ccc1C(=O)Nc1ncc(Cl)cc1Cl,0.909,-15.3,0.1,-13.4,-4.1,9.1,-7.4,1.13,-3.7
CC(=O)Nc1ccc(S(=O)(=O)N(C)CC(=O)Nc2nc3ccccc3[nH]2)cc1,0.892,-0.2,-1.1,-33.8,-0.5,10.8,-13.0,1.34,-1.2
CC1CCN(C(=O)c2cc(-c3ccccc3O)on2)CC1,1.08,2.3,0.0,-26.9,-3.0,-8.1,-5.1,1.27,-2.0
c1ccc(CSc2ccc(-c3cccs3)nn2)cc1,1.09,11.4,1.0,-10.2,-3.9,-9.5,0.3,1.1,2.4
Cc1ccc(Sc2ccc(/C=C3/C(=O)NN(c4ccccc4)C3=O)o2)cc1,0.825,8.8,12.6,13.7,-6.0,17.5,-2.0,0.863,4.2
O=C(NCCc1ccc(Cl)cc1)c1cc2ccccn2n1,1.08,-5.4,0.8,-9.1,-0.8,-8.2,-4.9,1.09,1.0
CCCCCc1cc(=O)oc2c(C(CCN(CC)CC)c3ccc(OC)cc3)c(OC)cc(OC)c12 (configuration not stated),0.941,1.2,1.7,8.4,-8.5,5.9,-10.2,0.916,-3.3
Cc1cc(=O)n2c3ccccc3n(CC(O)CN3CCCCC3)c2c1C#N (configuration not stated),1.01,11.7,-0.4,19.9,2.0,-0.6,-1.0,0.801,4.8
C=CCNC(=S)NNC(=O)c1cc(C)nc2ccccc12,0.908,1.7,0.2,-53.8,0.0,9.2,-2.6,1.54,-4.1
CC(=O)/C(=N/Nc1ccccc1)Sc1nnc(C(O)c2ccccc2)n1-c1ccccc1 (configuration not stated),0.923,-7.3,1.6,12.5,3.6,7.7,-2.2,0.875,2.1
CCc1nn2c(N3CCOCC3)cc(C)nc2c1-c1ccccc1,0.964,-1.4,-1.1,6.2,-2.0,3.6,-3.7,0.938,-1.1
CC1CC(C)CN(C(=O)CCc2ccccc2)C1 (configuration not stated),0.947,-1.7,-1.2,12.2,3.1,5.3,-5.0,0.878,-3.3
O=C(NC1CCCC1)C(c1ccsc1)N(C(=O)Cc1cccs1)c1cccc(F)c1 (configuration not stated),1.12,8.1,0.4,18.3,-0.6,-12.3,-2.5,0.817,-4.0
Fc1ccc(-c2csc3ncnc(Nc4ccc(N5CCOCC5)cc4)c23)cc1,0.893,-4.6,-0.8,-6.2,-2.3,10.7,-7.8,1.06,-3.9
COc1ccc(OC)c(NC(=O)/C=C/c2ccc(S(=O)(=O)N3CCOCC3)cc2)c1,0.971,-9.8,-0.9,13.5,-1.2,2.9,-2.3,0.865,1.9
Cc1nnsc1-c1nnc(SCC(=O)c2ccccc2)n1C1CC1,1.11,0.0,2.2,-27.8,-1.9,-10.8,-5.6,1.28,-3.5
Cc1cccc(-n2nc([N+](=O)[O-])c(N3CCN(C(=O)c4ccco4)CC3)[n+]2[O-])c1,0.91,-2.5,0.0,11.2,-2.2,9.0,-8.4,0.888,-0.3
CC(=O)Oc1ccc(C2OC(=O)c3ccccc3N2C(C)=O)cc1 (configuration not stated),0.994,-8.0,0.7,-8.0,1.9,0.6,-3.9,1.08,-1.0
COc1ccc(N2CCN(C3CC(=O)N(Cc4ccc(N5CCCC5=O)cc4)C3=O)CC2)cc1 (configuration not stated),0.886,-6.1,11.2,7.9,0.0,11.4,-3.1,0.921,-3.1
COc1ccc(Nc2oc(-c3ccccc3F)nc2C#N)cc1,0.991,-3.6,3.0,-23.0,-2.1,0.9,-1.2,1.23,0.0
CCN(CC)S(=O)(=O)c1ccc(C(=O)N2CCN(C(=O)c3ccco3)CC2)cc1,1.07,-0.3,-2.3,-0.5,-3.9,-7.5,-2.5,1,0.0
COCc1nnc(NC(=O)CS(=O)(=O)Cc2ccccc2)s1,1.01,-3.9,0.4,5.8,0.0,-0.7,-4.5,0.942,-3.2
Cc1ccc(C(C(=O)NC2CCCC2)N(C(=O)CNC(=O)c2ccco2)c2ccccc2)o1 (configuration not stated),0.952,0.7,-2.6,-4.8,1.2,4.8,-9.3,1.05,-5.8
O/N=C/c1ccccc1Oc1ccccc1,0.93,8.4,1.2,10.7,-0.6,7.0,-3.7,0.893,1.9
CCCCN(C)C(=O)Cn1cnc2sc(C)c(S(=O)(=O)N3CCN(c4ccccc4OC)CC3)c2c1=O,1.06,-7.4,-2.0,-18.1,-0.3,-6.3,-7.2,1.18,-4.2
Cc1[nH]c2ccccc2c1C(=O)/C=C\c1ccccc1Cl,0.928,3.2,8.7,1.0,0.0,7.2,-2.3,0.99,-0.8
CC(C)Oc1ccc(C2C(C(=O)c3ccco3)=C(O)C(=O)N2Cc2cccnc2)cc1 (configuration not stated),0.9,-12.3,-0.4,0.7,-2.2,10.0,-3.1,0.993,-0.4
Cc1ccc(S(=O)(=O)N2CCN(C(=O)c3ccc(Br)o3)CC2)c(C)c1,0.945,-3.9,0.7,-1.6,0.0,5.5,-8.5,1.02,-4.5
COc1ccc(NC(=O)Nc2ccccn2)cc1OC,1.02,-2.9,0.2,-13.5,-0.8,-2.2,-5.2,1.14,0.1
COc1ccc(OCC(O)CNS(=O)(=O)c2ccc(NC(C)=O)cc2)cc1 (configuration not stated),0.987,6.8,-0.9,-1.3,-1.9,1.3,-2.6,1.01,-0.9

# Sorted by molecular weight (falling): 3 of the compounds above.
Structure,mIAP act,ATG4B inh,MPTP inh,hIAP block,MIN6 prolif,mIAP inh,APOBEC3G inh,hIAP act,APOBEC3A inh
COc1ccc(N2CCN(C3CC(=O)N(Cc4ccc(N5CCCC5=O)cc4)C3=O)CC2)cc1 (configuration not stated),0.886,-6.1,11.2,7.9,0.0,11.4,-3.1,0.921,-3.1
Cc1cccc(-n2nc([N+](=O)[O-])c(N3CCN(C(=O)c4ccco4)CC3)[n+]2[O-])c1,0.91,-2.5,0.0,11.2,-2.2,9.0,-8.4,0.888,-0.3
CC(=O)Oc1ccc(C2OC(=O)c3ccccc3N2C(C)=O)cc1 (configuration not stated),0.994,-8.0,0.7,-8.0,1.9,0.6,-3.9,1.08,-1.0

# Other entries follow:
Structure,mIAP act,ATG4B inh,MPTP inh,hIAP block,MIN6 prolif,mIAP inh,APOBEC3G inh,hIAP act,APOBEC3A inh
Cc1ccc(OCC(=O)N2CC3(C)CC2CC(C)(C)C3)cc1 (configuration not stated),1.03,0.5,0.1,-13.4,6.8*,-3.2,-5.8,1.13,-1.7
CSc1ccccc1NC(=O)c1ccccc1N(C)S(C)(=O)=O,1.03,-0.6,-2.5,16.0,-1.4,-3.5,-4.0,0.84,-1.6
CNC(=O)c1ccc(-c2ccccc2)s1,0.942,-7.2,-2.6,17.1,-2.3,5.8,0.4,0.829,0.1
Cn1c(SCC(=O)N2CCc3ccccc32)nc2cccnc21,1.07,-12.8,-2.3,1.2,0.1,-7.4,-2.8,0.988,-1.0
CCCOc1cc(C)c(Cl)cc1S(=O)(=O)N(CC)CC,0.954,6.2,1.0,8.7,-1.8,4.6,-1.3,0.913,-2.3
COc1ccc(CNC(=O)CSc2nnc3c(n2)[nH]c2ccc(C)cc23)cc1,0.868,5.7,-0.5,16.1,-1.8,13.2,14.2,0.839,4.3
Cc1cc(=O)oc2cc(OCC(=O)OCC(=O)NCCc3ccccc3)ccc12,1.01,-3.1,0.0,-19.0,-1.2,-0.8,-3.6,1.19,4.2
N#Cc1ccc(-c2ccc(OCC(=O)NCC(=O)Nc3ccc(F)c(F)c3F)cc2)cc1,1.02,7.1,0.3,0.7,-1.2,-2.0,-10.1,0.993,-1.0
Cc1ccc(C(=O)C2CCN(CC(=O)Nc3ccccc3C)CC2)cc1,1.05,0.4,-2.0,11.7,0.4,-5.4,-10.3,0.883,-4.8
C=CCN=C(NC#N)SCc1ccccc1,1.07,-7.5,1.2,-36.3,-2.6,-7.2,-6.9,1.36,-2.8
COc1ccc(CNC(=O)[C@H](Cc2ccccc2)NC(=O)C2CCN(C(=O)[C@H](C)N)CC2)cc1,0.839,-28.4,-0.8,3.0,2.9,16.1,-8.9,0.97,-2.4
O=C(Cc1cccc(NC(=O)C2CCCN(C(=O)C3CC3)C2)c1)Nc1cccc(C(=O)N2CCCC2)c1 (configuration not stated),1.05,6.5,0.4,2.1,-1.5,-5.0,7.1,0.979,2.6
COc1cc(OC)c(C(=O)N2CCCC2)cc1OC,1.15,-5.5,-0.9,-8.2,-1.8,-15.2,-4.8,1.08,-3.4
Cc1nc(SCC(=O)O)c(C#N)c(C)c1CC(=O)c1ccccc1,0.888,6.9,1.0,10.9,0.6,11.2,-6.0,0.891,-3.6
CCN1C(=O)CC(c2ccco2)Sc2ccccc21 (configuration not stated),1.03,4.9,-0.3,13.8,-1.3,-3.2,-3.4,0.862,6.4
